# KLK7 zymogen act: activators of human kallikrein-7 zymogen; purified proKLK7, EDANS-DABCYL substrate fluorescence; 100% is mature enzyme control, 0% vehicle; activation, % at 7 µM; 370,000 compounds, 0.9% hits; AID 652039;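 active = activation above the mean of all tested compounds plus 3 SD, computed per campaign excluding outliers beyond control limits, cut at about 13% in these data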
# ASAP1 inh: blocks human ASAP1-stimulated Arf1 GTP hydrolysis. Q9ULH1. GDP FP detection. 360,000 compounds, 0.19% hits. inhibition, % at 16.5 µM; in the data active = inhibition above about 25%;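 also: 0% = vehicle with enzyme and substrate and 100% = no enzyme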
# ARFGAP1 inhibitor: rat ARFGAP1 inhibition | Arfgap1-stimulated ARF1 GTP hydrolysis, GDP FP detection | inhibition, % at 16.5 µM | Q62848 | 360,000 compounds, 0.26% hits;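 active = inhibition above a per-plate limit, mean inhibition of low control wells plus 3 SD, cut at about 25% in these data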;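 also: 0% = DMSO wells with enzyme and 100% = wells lacking Arfgap1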
#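 Replicates: Single well per compound | Assay system: Truncated rat Arfgap1 GAP domain | Control set: No-Arfgap1 wells (100%) versus DMSO full-reaction wells (0%) | Times: Enzyme reaction 120 min at 25 °C after 20 min preincubation | Reagent: Human ARF1(Δ1-17)-GTP substrate | Measured by: Tracer-displacement fluorescence polarization with EDTA stop, 620/688 nm | Measure: Percent inhibition of Arfgap1-stimulated GTP hydrolysis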
# ADAM10 inh: inhibitors of human ADAM10. inhibition, % at 7 µM. 370,000 compounds, 0.62% hits. AID 720582. recombinant ADAM10, EDANS/DABCYL FRET peptide cleavage, 3 h;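 active = inhibition above a per-campaign cutoff equal to the mean of compounds falling between control-based bounds plus 3 SD, cut at about 20% in these data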;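 also: 0% = DMSO wells while the 100% control is not disclosed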
# ADAM17 inh: inhibits human ADAM17. recombinant ADAM17, EDANS/DABCYL FRET peptide cleavage. inhibition, % at 6.95 µM. 370,000 compounds, 0.83% hits. P78536. AID 720648;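 active = inhibition above the mean of compounds lying between control limits plus 3 SD, set per campaign, cut at about 8.5% in these data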;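 also: 0% = DMSO-only wells as the low control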
# LEDGF integ inh: blocks HIV-1 LEDGF/p75-dependent DNA integration. TR-FRET IN-LEDGF/p75 DNA integration, Eu/Cy5. AID 743269. 370,000 compounds, 0.64% hits. inhibition, % at 3.7 µM;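 active = inhibition above the screen-wide mean plus 3 SD, cut at about 13% in these data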;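 also: signal is the Cy5 over europium emission ratio at 671 and 618 nm; 0% = plate median of compound wells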
# TDP2 absorb: TDP2 (human) inhibition, absorbance primary screen | inhibition, % at 12.8 µM | 370,000 compounds, 0.34% hits | recombinant TDP2, T5PNP hydrolysis, p-nitrophenol absorbance 415 nm;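 active = inhibition above the mean of all tested compounds plus 3 SD, set per campaign, cut at about 25% in these data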;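 also: 0% = DMSO with enzyme and 100% = buffer with substrate but no TDP2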
#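 Test system: Human TDP2 enzyme | Reagent: 5 mM T5PNP | Compound dosing: 12.8 µM single point, 1% DMSO | Incubation: Enzyme reaction with compound for 2 h at 37 °C | Technique: p-Nitrophenol epi absorbance | Read-out: % inhibition relative to enzyme-containing and enzyme-free wells | Benchmarks: High control without enzyme, low control DMSO plus TDP2 | Replicates: Singlicate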
# DDE Tn7 FP inh: inhibitors of Tn7 peptide binding to human fibrin DD(E). P02675. FP displacement of FITC-Tn7 peptide from fibrin DD(E); 0% = median of compound wells per plate. inhibition, % at 8.3 µM. 370,000 compounds, 0.13% hits. AID 720508;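 active = inhibition above the mean of compounds falling within the control limits plus 3 SD of them, cut at about 14% in these data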;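 also: 0% = plate median of compound wells and 100% = 10 µM Aha-Tn7 peptide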
#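 System: human fibrin DD(E); quantity: Fibrin-DD(E) at 2 µM final; also added: fluorescent Tn7 probe at 0.1 µM; compound dosing: single nominal test concentration of 8.3 µM per compound; schedule: 10 min preincubation, 3 h with tracer, room temperature; detection: fluorescence polarization of the labelled Tn7 tracer; repeats: one replicate per compound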
# PLC-gamma1 inh: inhibitors of human phospholipase C gamma1; P19174; purified PLC-gamma1, fluorogenic substrate, fluorescence; inhibition, % at 12.2 µM; 370,000 compounds, 0.84% hits; AID 720700; in the data active = inhibition above about 9.5%
# Target sequence (P19174 whole entry, looked up): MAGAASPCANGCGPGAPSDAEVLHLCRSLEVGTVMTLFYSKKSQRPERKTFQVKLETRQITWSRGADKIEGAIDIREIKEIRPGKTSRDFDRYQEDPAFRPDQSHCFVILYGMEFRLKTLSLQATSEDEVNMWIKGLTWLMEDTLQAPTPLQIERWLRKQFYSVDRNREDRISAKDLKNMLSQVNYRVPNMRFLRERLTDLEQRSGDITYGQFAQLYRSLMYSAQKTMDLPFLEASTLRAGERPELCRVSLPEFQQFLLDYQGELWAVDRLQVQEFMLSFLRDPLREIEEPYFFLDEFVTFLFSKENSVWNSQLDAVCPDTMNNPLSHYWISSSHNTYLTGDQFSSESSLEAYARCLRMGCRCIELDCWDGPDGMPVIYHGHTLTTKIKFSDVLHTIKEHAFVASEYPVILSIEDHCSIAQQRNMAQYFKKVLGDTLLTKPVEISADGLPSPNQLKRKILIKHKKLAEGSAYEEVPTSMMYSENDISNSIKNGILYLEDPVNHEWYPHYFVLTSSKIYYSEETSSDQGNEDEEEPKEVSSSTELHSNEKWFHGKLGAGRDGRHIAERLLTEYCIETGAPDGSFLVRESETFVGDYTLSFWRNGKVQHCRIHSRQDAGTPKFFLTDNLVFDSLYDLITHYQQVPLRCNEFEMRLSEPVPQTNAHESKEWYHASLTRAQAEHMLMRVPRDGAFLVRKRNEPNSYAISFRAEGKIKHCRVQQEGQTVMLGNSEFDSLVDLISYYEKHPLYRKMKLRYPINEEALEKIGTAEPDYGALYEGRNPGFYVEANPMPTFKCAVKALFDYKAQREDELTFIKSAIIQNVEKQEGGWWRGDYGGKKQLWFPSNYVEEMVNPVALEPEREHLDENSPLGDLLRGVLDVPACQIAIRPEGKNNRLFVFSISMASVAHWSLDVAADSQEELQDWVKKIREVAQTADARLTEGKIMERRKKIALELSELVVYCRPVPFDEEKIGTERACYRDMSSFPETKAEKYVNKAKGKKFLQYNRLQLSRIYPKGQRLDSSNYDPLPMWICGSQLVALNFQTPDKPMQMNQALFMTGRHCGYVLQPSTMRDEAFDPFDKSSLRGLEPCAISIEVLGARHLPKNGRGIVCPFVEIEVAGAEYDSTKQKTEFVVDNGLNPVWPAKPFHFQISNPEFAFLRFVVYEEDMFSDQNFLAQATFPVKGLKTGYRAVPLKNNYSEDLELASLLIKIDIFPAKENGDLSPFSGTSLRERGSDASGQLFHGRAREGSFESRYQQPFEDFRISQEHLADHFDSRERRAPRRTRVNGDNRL
# Tn6 DDE FP: disrupts Tn6 cyclic peptide binding to fibrin D-Dimer-E complex; 370,000 compounds, 0.21% hits; inhibition, % at 8.3 µM; Fibrin DD(E) TRITC-Tn6 fluorescence polarization displacement; AID 720509; P02675;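 active = inhibition above a per-campaign cutoff: mean of compounds within control limits plus 3 SD, cut at about 15% in these data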;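 also: 0% = median of all compound wells on the plate and 100% = blocking peptide control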
# * marks the source's active call; other numbers are inactive results; i = inactive.
SMILES,KLK7 zymogen act,ASAP1 inh,ARFGAP1 inhibitor,ADAM10 inh,ADAM17 inh,LEDGF integ inh,TDP2 absorb,DDE Tn7 FP inh,PLC-gamma1 inh,Tn6 DDE FP
CN1CCc2ccccc2C1C1CCNCC1 (stereo not drawn),-0.7,5,-1,-2,-4,-1,7,4,0,8
C[C@@H](c1ccccc1)N1C[C@H](COCc2ccccc2)Oc2cc(N3CC[C@@H](N(C)C)C3)ccc2S1(=O)=O,-0.3,13,-5,-4,3,-2,-3,-4,0,0
Cc1ccc2nc(-c3ccc(NC(=O)CNC4CC4)cc3)sc2c1,-26,16,-2,-250,-100,7,6,-1,-38,-4
COc1ccc(C2=CC(=O)OC3(CCCC3)O2)cc1,-0.6,10,2,-3,-2,0,8,-5,0,2
Cc1ccccc1C(=O)Nc1cccc(C#N)c1,-0.1,-2,1,-3,-4,0,0,-2,-2,-3
N#C/C(C(N)=O)=C1/CCCN1Cc1ccccc1,-0.5,9,-13,4,-5,3,-8,-3,0,-8
Cc1ccc(NC(=O)CC(O)(C(F)(F)F)C(F)(F)F)cc1,-0.6,8,6,9,1,6,-12,0,1,0
O=C(O)c1ccccc1C(=O)NNc1ccc(Cl)cc1,0.0,-1,-7,-5,-3,-1,-6,-1,0,-1
Cc1ccc(S(=O)(=O)NCCC(=O)NC2CCCCC2)cc1,-0.3,-4,-9,0,-2,6,2,-1,-1,-1
CCOc1ccccc1OCC(=O)OCC(=O)c1c(C)[nH]c2ccccc12,0.6,-13,-4,-1,2,0,7,7,6,6
Cc1cc2nnc(SCC(=O)NCC3CCCO3)n2c2ccccc12 (stereo not drawn),-1.0,-1,-2,-7,-3,1,1,0,-3,0
COc1ccc(C2NC(C(=O)O)CS2)cc1COCC(F)(F)F (stereo not drawn),0.8,-7,-9,4,-2,0,5,-5,-2,5
Cc1ccc(Oc2nnc(-c3cccs3)c3ccccc23)cc1,0.5,-10,-9,-4,1,3,-2,2,3,9
CN(C)CCNC(=O)C(=O)Nc1cc2c3c(c1)CCC(=O)N3CCC2,-0.3,3,5,0,-4,-8,-5,-3,3,-2
C=CCN=C1NC(CCc2ccccc2)C(C(=O)OC)=C(C)N1Cc1cccc(C(F)(F)F)c1 (stereo not drawn),1.0,-8,10,-15,-6,-1,8,5,-6,-1
COc1ccc(CCC(=O)NNC(=O)Nc2cccc(Cl)c2)cc1,-0.2,-2,0,-6,-3,0,6,3,1,0
O=c1c2c(nc3cc(-c4cccc(Cl)c4)[nH]n13)CCCC2,-2.9,3,-2,-23,-9,-1,7,0,-10,-6
CCN1C(=O)N[C@@H](c2cccs2)C(C(C)=O)=C1C,0.1,3,-8,1,-1,-1,-5,4,2,-2
COc1ccccc1/C=C(\NC(=O)c1ccc(OC)c(OC)c1)C(=O)Nc1ccc([N+](=O)[O-])cc1,0.5,1,7,0,0,0,8,8,3,2
Cc1ccccc1N1C(=O)C(Cl)=C(N2CCCCCC2)C1=O,-0.2,-9,-8,-4,0,0,-4,0,-16,4
O=C(Nc1ccc(S(=O)(=O)N2CCCC2)cc1)c1cc(F)c(F)cc1Cl,0.7,18,7,-8,-1,-1,-7,-4,-2,2
COc1ccc(C2(CNC(=O)c3cccc([N+](=O)[O-])c3)CCOCC2)cc1OC,0.0,-1,-9,-4,-1,2,5,-2,1,-8
Cc1ccc(NC(=O)NNC(=O)c2sccc2-n2cccc2)cc1,0.1,-3,2,3,5,-2,6,0,0,-9
CCC1CCc2c([nH]c3ccccc3c2=O)O1 (stereo not drawn),-0.2,7,4,-9,-5,5,3,0,2,-6
Cc1ccc(S(=O)(=O)NCC(=O)Nc2cccnc2)cc1C,0.2,-14,8,-4,-6,2,-1,-4,3,-5

# Brought forward from above: three compounds, followed by the next part.
SMILES,KLK7 zymogen act,ASAP1 inh,ARFGAP1 inhibitor,ADAM10 inh,ADAM17 inh,LEDGF integ inh,TDP2 absorb,DDE Tn7 FP inh,PLC-gamma1 inh,Tn6 DDE FP
Cc1ccc(NC(=O)NNC(=O)c2sccc2-n2cccc2)cc1,0.1,-3,2,3,5,-2,6,0,0,-9
CCC1CCc2c([nH]c3ccccc3c2=O)O1 (stereo not drawn),-0.2,7,4,-9,-5,5,3,0,2,-6
Cc1ccc(S(=O)(=O)NCC(=O)Nc2cccnc2)cc1C,0.2,-14,8,-4,-6,2,-1,-4,3,-5
COc1cccc(CN2CCC(C(=O)NC(c3ccc4c(c3)OCO4)c3ccccn3)CC2)c1 (stereo not drawn),-0.3,-8,8,-4,-1,-1,-9,-1,2,3
CC(C)c1ccc(OCc2cccc(C(=O)N/N=C/c3cccnc3)c2)cc1,0.7,-7,3,5,4,0,-11,-10,3,-15
CC(=O)Nc1cccc(-c2cc(NC(C)=O)c3ncc(-c4ccccc4)n3c2)c1,-5.6,-4,15,-115,-28,1,-10,-1,-50,-2
C/C(=N\NC(=O)c1ccccc1)c1nc2ccccc2n1C,-0.4,-6,-13,0,0,1,4,2,-1,-3
O=C(c1ccccc1)N(C(=O)c1ccccc1)c1ncnc2c1C(c1ccccc1)c1c(ccc3ccccc13)O2 (stereo not drawn),0.2,1,8,-1,0,1,0,-3,4,2
OC(c1ccccc1)(C1CCCCC1)C(CN1CCOCC1)c1ccccc1 (stereo not drawn),-0.1,15,-4,8,-3,-5,1,6,4,-4
O=C(N/N=C1\CCc2ccccc21)c1ccccc1Cl,-0.1,-7,-5,-2,-3,-3,-6,1,1,-6
O=C(Nc1nc2ccccc2[nH]1)c1ccccc1,0.4,-9,-3,-11,-7,5,0,-1,-2,-6
COc1ccc(CCN(C)C(=O)c2cc(-c3ccc(C)cc3)nc3ccccc23)cc1OC,0.1,3,-9,-12,-3,-3,-6,-2,-2,3
Cc1ccc(C)c(S(=O)(=O)N2CCCCC2CCNC(=O)C(=O)NCc2ccccc2)c1 (stereo not drawn),0.2,-3,8,-1,-1,-3,9,1,3,-7
CC1(C)CC(=O)C(C=NCCCN2CCOCC2)=C(O)C1,0.1,-1,2,-7,2,1,-4,0,-1,3
C[C@H]1CN([C@@H](C)CO)C(=O)CCCn2nncc2CO[C@@H]1CN(C)C(=O)Cc1ccccc1,0.3,-3,1,-11,4,1,-2,1,-2,5
Cc1c(C(=O)NCCC2=CCCCC2)oc2ccc(S(=O)(=O)N3CCC4(CC3)OCCO4)cc12,0.7,10,-1,22*,8.9*,-1,-15,2,6,6
CCCCC(=O)Nc1nnc(SCC(=O)NCC2CCCO2)s1 (stereo not drawn),-0.3,2,2,-2,-3,0,2,-1,0,4
COc1ccc(S(=O)(=O)N2CCCC2CNC(=O)C(=O)NCc2ccc(C)cc2)cc1 (stereo not drawn),0.6,-2,15,-2,-1,1,-4,-5,-2,6
COCCNC(=O)NC1(C(F)(F)F)Oc2ccc(Cl)cc2O1 (stereo not drawn),-1.2,-1,-1,-7,-5,-2,2,9,0,4
COc1ccc(CCC(=O)Nc2cccc(S(=O)(=O)N3CCOCC3)c2)cc1OC,0.3,6,7,1,-4,2,-16,3,1,1
COc1ccc(-c2n[nH]c(=S)n2CC(C)C)cc1,-0.3,-10,-4,4,2,4,-7,1,3,-6
COc1ccc(S(=O)(=O)N2CCCC(C(=O)Nc3ccc4c(c3)OCCO4)C2)cc1 (stereo not drawn),-0.1,3,6,9,0,0,3,2,-2,1
Cc1cc(C)c(OCC(=O)OCC(=O)NCCC2=CCCCC2)c(C)c1,-0.5,4,1,-4,-2,-2,5,-2,3,9
Cc1ccc(OC(=O)c2ccc3c(=O)n4c(nc3c2)CCC4)cc1,-1.3,-8,6,-9,-3,3,-3,0,0,1
COc1ccccc1NC(=O)CN(Cc1ccccc1)S(C)(=O)=O,0.0,-18,1,-7,-6,0,-1,1,-1,2
CCOC(=O)c1c(CSc2ccccc2)n(C)c2ccc(O)cc12,-0.4,-15,4,9,-4,3,-7,3,5,4
O=C(N=Nc1c(O)[nH]c2ccc(Br)cc12)c1ccccc1-n1cccc1,0.6,6,8,19,6,2,-14,-9,4,-12
CCCNc1nc(C)cc(-c2cc(C(=O)NCc3ccccc3)on2)n1,0.7,6,0,-15,-4,-3,6,6,-18,1
# Additional results.
SMILES,KLK7 zymogen act,ASAP1 inh,ARFGAP1 inhibitor,ADAM10 inh,ADAM17 inh,LEDGF integ inh,TDP2 absorb,DDE Tn7 FP inh,PLC-gamma1 inh,Tn6 DDE FP
COC(=O)[C@@]1(Cc2ccc(F)cc2)[C@H]2c3cc(C(=O)N4CCCC4)n(CCF)c3C[C@H]2CN1C(=O)c1ccccc1,1.4,2,12,-16,-3,3,1,1,-4,-6
COc1ccc(CCNc2oc(-c3ccccc3OC)nc2C#N)cc1,-5.2,0,13,i,-410,-3,5,-5,-400,-6
Cc1ccc(S(=O)(=O)N2CCOCC2)cc1C(=O)NC1CCN(Cc2ccccc2)CC1,-0.2,5,-11,-45,-9,1,-11,-9,2,-3
CCOc1ccc(N(C(C)C(=O)N2CCCCCC2)S(C)(=O)=O)cc1 (stereo not drawn),0.3,1,-11,3,-1,2,20,1,-1,-4
Cc1cccc(C)c1NC(=O)CSCC(=O)c1ccc(O)c(O)c1,0.0,5,-4,-7,-4,-2,2,0,0,-7
Cc1ccc(-n2nc(C)c3onc(C)c3c2=O)cc1,-0.4,10,11,4,3,3,-7,-5,-1,0
O=C(c1ccc(Cl)c(Cl)c1)N1CCC(=O)N([C@H](COCc2ccc(Cl)cc2)Cc2ccccc2)CC1,0.1,6,5,12,3,1,-9,0,-2,2
C=CCc1cccc2cc(C(=O)O)c(=O)oc12,-0.3,8,0,0,0,2,13,1,0,0
CCC(CC)c1nnc(NC(=O)/C=C/c2ccco2)s1,-0.5,-13,4,-4,-3,0,8,2,-2,-2
COc1ccccc1CNC(=O)c1ccc(NC(=O)CC2SC(N3CCCC3)=NC2=O)cc1 (stereo not drawn),-0.5,-2,-4,4,-9,-3,6,-1,2,3
CC(C)(C)NC(=O)CSc1nc(-c2ccccc2)cc(=O)[nH]1,0.2,1,-14,2,-1,-2,-1,2,1,-2
CN(C)C(C)(C)C#CC(O)(c1ccccc1)c1ccccc1,-0.5,8,-8,-1,2,8,-3,-2,1,4
Cc1cc(NC(=O)c2cnn3cccnc23)n(-c2ccccc2)n1,-0.1,10,2,0,-7,-1,8,1,-1,9
O=C(NCCc1ccco1)c1cc(COc2cccc(C(F)(F)F)c2)on1,0.6,4,5,11,0,-1,5,8,-3,4
